# NCI-60 one-dose screen, 48 h, at 10 µM unless noted. Numbers give growth in % (100 = growth as untreated, 0 = no growth, -100 = all killed).
# 786-0 = 786-0 renal cancer cells. 81,000 tested, 5.1% active
# HT29 = HT29 colon cancer; 81,000 tested, 7.4% active; AID 1794748
# HCT-116 = HCT-116 colon cancer | 82,000 tested, 7.3% active
# UO-31 = UO-31 renal cancer; 81,000 tested, 5.2% active
# SN12C = SN12C renal cancer cells | 81,000 tested, 3.8% active | AID 1794767
# TK-10 = TK-10 renal cancer cells; 81,000 tested, 3.9% active; AID 1794769
# SW-620 = SW-620 colon cancer | 82,000 tested, 5.2% active | AID 1794795
# HCC-2998 = HCC-2998 colon cancer; 79,000 tested, 4.7% active
# HCT-15 = HCT-15 colon cancer; 82,000 tested, 5.2% active; AID 1794746
# * marks the source's active call; other numbers are inactive results; x = no result given; & = joins results of further samples; ! = a repeat was not active; [ ] = another dose, or the depositor's remark. How the source made its calls: active means growth percent below 10; inactive means the rest.
# Below each SMILES: 786-0	HT29	HCT-116	UO-31	SN12C	TK-10	SW-620	HCC-2998	HCT-15
> CNc1nc(Cl)ncc1C
    114	101	111	97	110	104	110	118	105
> S=c1[nH]ccn1-c1ccccc1Cl
    109	104	107	94	116	128	111	113	107
> Cc1nn(-c2ccc(Cl)cc2)c2ncnc(N/N=C/c3ccccc3O)c12
    6.6*	31&20	22&27	-11*!	4.8*!	37&16	32&35	40&31	27&32
> O=S(=O)(Oc1ccc(-c2cn3ccoc3n2)cc1)c1cc(C(F)(F)F)cc(C(F)(F)F)c1
    104	101	103	91	94	108	102	102	99
> Clc1cc2c(cc1OCCBr)OCO2
    100	86	100	88	100	76	111	91	106
> CN1CCN(CCCNc2nccc(-c3c(-c4ccc(F)c(O)c4)nc4sccn34)n2)S1(=O)=O
    126	58	76	110	85	133	112	108	108
> O=C(N/N=C/c1cccc2ccccc12)C1CC1
    99&100	110&102	102&106	102&90	89&104	121&131	102&110	101&104	113&107
> CCN1CCN(C(=O)CC[C@@H](C)[C@H]2CC[C@H]3[C@@H]4CC[C@@H]5C(C)(C)NCCC[C@]5(C)[C@H]4CC[C@]23C)CC1
    99	54	73	86	85	112	103	108	87
> FC(F)(F)C1(C2CCNCC2)N=N1
    101	111	106	71	99	112	97	106	113
> CCCCSc1ccccn1
    112	115	106	104	116	118	101	109	108
> COC(=O)C1CC(=O)C(C(=O)OC)CC1=O (stereo not given)
    108	135	104	91	111	141	106	101	104
> CCCn1nc(C(=O)N2CCCCC2)c2c1CCC(NCCCN1CCCC1=O)C2 (stereo not given)
    100	106	100	89	100	93	94	93	91
> COc1ccc(/C=C/C(=O)c2c(C)oc3nc[nH]c(=O)c23)cc1OC
    98	99	71	67	88	161	96	110	60
> CC(C)=C1CCC(C)C/C1=N/NC(=O)c1ccncc1 (stereo not given)
    101	96	104	80	113	105	107	99	109
> NCCNc1ccc2cc(-c3nc4ccccc4[nH]3)c(=O)oc2c1
    106	108	94	82	92	128	103	98	79

# Structures listed so far with a Cl atom, in the order listed:
# Below each SMILES: 786-0	HT29	HCT-116	UO-31	SN12C	TK-10	SW-620	HCC-2998	HCT-15
> CNc1nc(Cl)ncc1C
    114	101	111	97	110	104	110	118	105
> S=c1[nH]ccn1-c1ccccc1Cl
    109	104	107	94	116	128	111	113	107
> Cc1nn(-c2ccc(Cl)cc2)c2ncnc(N/N=C/c3ccccc3O)c12
    6.6*	31&20	22&27	-11*!	4.8*!	37&16	32&35	40&31	27&32
> Clc1cc2c(cc1OCCBr)OCO2
    100	86	100	88	100	76	111	91	106

# (more compounds)
# Below each SMILES: 786-0	HT29	HCT-116	UO-31	SN12C	TK-10	SW-620	HCC-2998	HCT-15
> Brc1cn2ccnc2c(-c2cccs2)n1
    103	102	96	82	114	110	100	107	97
> COc1ccc(Nc2nc(N)nc(CN3CC(C)CC(C)C3)n2)cc1 (stereo not given)
    100	105	92	86	103	97	95	101	98
> O=C(Nc1ccc2ccccc2c1)c1cccc2ccccc12
    105	77	87	104	93	95	78	x	49
> COc1c2c(c(Br)c3c1C(CCc1ccccc1)N(C)CC3)OCO2 (stereo not given)
    48	16	11	36	35	71	12	27	25
> O=S(=O)(O)c1ccc(N=NSc2ccc3ccccc3c2)cc1
    102	94	86	71	107	103	97	97	104
> Cc1cc(NS(=O)(=O)c2ccc(NC3=C(Cl)C(=O)c4ncccc4C3=O)cc2)no1
    105	104	109	94	105	98	108	110	103
> CSc1cnc2ccccc2n1
    107	83	99	78	94	94	94	99	104
> CC1CCCC(O)(C[N+](=O)[O-])C1 (stereo not given)
    89	95	97	73	92	109	x	98	102
> COc1c(C(C)=O)c(OCCCCOc2c(C(C)=O)c(OC)c3ccoc3c2OC)c(OC)c2occc12
    89	66	78	124	88	44	93	77	79
> N#Cc1c(-c2ccc(F)cc2)n2c(nc1=O)NNCC2=O
    108	113	102	80	105	x	107	97	118
> CC(=O)OCCCCCN1C=C/C(=C\C(=O)n2ccc3ccccc32)c2ccccc21
    101	111	100	59	97	145	96	114	102
> C#CCOc1ccccc1C(Nc1cc(C)ccc1C)c1nnnn1C1CCCCC1 (stereo not given)
    81	71	52	65	82	99	93	96	81
> c1cn(C23CC4CC(CC(C4)C2)C3)cn1
    91	113	65	90	92	111	111	97	98
> Nc1ccccc1C1(c2ccccc2)N=C(c2ccccc2)c2ccccc2N1 (stereo not given)
    91	89	86	84	89	108	89	106	89
> CC1=C(C(=O)Nc2ccccc2C)C(c2cccc([N+](=O)[O-])c2)C(C(=O)Nc2ccccc2C)=C(C)N1
    97	101	62	x	93	88	95	109	91
> O=C1NC(=O)/C(=C/c2ccccc2)N1
    112	96	105	94	100	103	105	100	99
> CCCCCCc1coc2c(O)c(O)ccc2c1=O
    91	109	45	37	60	86	59	90	27
> CC(=O)C1=C(O)C2(C)c3c(O)c(C)c(O)c(C(C)=O)c3OC2CC1=O (stereo not given)
    70	97	96	51	60	88	81	82	68
> O=C(Nc1ccccn1)c1ccc2ccc3ccc(C(=O)Nc4ccccn4)nc3c2n1
    97	103	91	79	105	108	94	113	106
> NC(=S)N1N=C(c2cc3ccccc3o2)CC1c1c[nH]c2ccccc12 (stereo not given)
    97	99	83	43	98	125	92	107	81
> c1ccc2c(NCCCN3CCN(CCCNc4c5ccccc5nc5ccccc45)CC3)c3ccccc3nc2c1
    -28*[100 µM]	-37*[100 µM]	-50*[100 µM]	-28*[100 µM]	-36*[100 µM]	-9.6*[100 µM]	-23*[100 µM]	-77*[100 µM]	2.8*[100 µM]
> COc1ccc(C2Nc3nc(-c4ccncc4)nn3C(N)=C2C#N)cc1 (stereo not given)
    103	89	75	97	98	114	105	98	103
> O=C(N1CCOCC1)C12OC3CC(CC(C3)O1)O2
    99	102	98	94	102	99	107	103	104
> CCOC(=O)c1sc2nc(-c3ccc(O)cc3)nc(N3CCOCC3)c2c1C
    62	59	51	28	49	70	84	77	36
> CC1(C)C2(C#N)C(=O)NC(=O)C12C#N (stereo not given)
    98	100	108	98	106	117	109	x	106
> C=C1C(=O)O[C@H]2[C@H]1CC/C(COC(=O)CCSSCCC(=O)OC/C1=C/CC[C@@]3(C)O[C@H]3[C@H]3OC(=O)C(=C)[C@@H]3CC1)=C\CC[C@@]1(C)O[C@@H]21
    -71*	-79*	-90*	-88*	-46*	-34*	-78*	67	-74*
> CNCCOC(=O)c1ccccc1
    96	102	98	81	104	91	100	92	105
> Clc1ccc(-c2nnc(COc3ccccc3Cl)o2)cc1
    23	71	52	77	98	70	91	87	81
> Cc1[nH]c(=O)[nH]c(=O)c1Cl
    99	99	100	88	103	89	98	98	99
> N=C(N)c1ccc(-c2ccc(-c3cccs3)s2)cc1
    x	-54*	-67*	17	86	68	-66*	-69*	0.7*

# Some values from the results shown.
# In HCT-116, COc1ccc(C2Nc3nc(-c4ccncc4)nn3C(N)=C2C#N)cc1 (stereo not given) shows 75
# In HT29, O=C1NC(=O)/C(=C/c2ccccc2)N1 shows 96

# New compounds follow
# Below each SMILES: 786-0	HT29	HCT-116	UO-31	SN12C	TK-10	SW-620	HCC-2998	HCT-15
> Cn1ncc(Cl)c1-c1cc(C(=O)N[C@H](CN)Cc2cccc(F)c2)sc1Cl
    -14*	0.3*	13	-10*	29	8.8*	40	-78*	17
> CCCc1ccc(CC(C)C=O)cc1 (stereo not given)
    99	104	92	89	95	99	102	105	94
> CNC(=O)c1cc(-n2ccc3cc(NC(=O)c4ccccc4)ccc32)ccn1
    94	69	89	92	94	111	78	77	62
> CCC(CO)Nc1nc2ccc(Cl)cc2c2ccccc12 (stereo not given)
    42	30	72	39	71	54	80	55	57
> CCC(OC(C)C)OC(C)C
    106	100	93	90	104	95	102	107	99
> COc1cc(CC(=O)OC(=O)Cc2cc(OC)c(OC)c(OC)c2)cc(OC)c1OC
    100	110	93	88	99	110	105	114	108
> N#CC(=C1C=CC(=NO)C=C1)c1ccccc1
    6.7*	1.6*	-48*	48	10	27	1.6*	91	9.7*
> C[C@@H]1[C@H]2C[C@@H](C[C@H]1NC(=O)c1cc(-c3ccccc3)on1)C2(C)C
    83	81	83	66	96	86	92	110	72
> Oc1ccc(N=Nc2ccccc2)c2ccccc12
    107	105	88	52	103	119	98	106	70
> CN1CCN(C(=O)Nc2cccc(-c3ccccc3)c2)CC1
    100	106	96	89	89	123	104	107	98
> Cn1c(SCC(=O)NNc2ncnc3ccccc23)nc(-c2ccccc2)c(C#N)c1=O
    104	110	109	79	100	156	106	110	103
> COc1ccc2c(c1)C(C)Cc1c(ncn3c(-c4ccc(Cl)cc4)nnc13)N2C (stereo not given)
    104	105	98	105	105	106	108	113	108
> Cc1ccc(S(=O)(=O)/C(=C\c2ccc(Cl)cc2)C(=O)c2ccc(F)cc2)cc1
    105	108	96	87	99	104	109	127	101
> COc1ccc(NC(=O)c2nc(-c3cc(OC)c(OC)c(OC)c3)n(-c3ccc(OC)cc3)n2)cc1
    x	80	74	51	92	99	93	x	88
> COc1ccc(/C=C2\Cc3c(Br)cccc3C2=O)c(OC)c1
    93	64	15	78	x	91	43	84	51
> Nc1nc(N)c(N=Nc2ccc(SCC(=O)O)cc2)c(=O)[nH]1
    93	105	110	99	111	128	104	123	108
> CC1CC(NC(N)=O)NC(=O)N1 (stereo not given)
    111	107	116	89	94	121	106	115	102
> COc1ccc(Oc2ccc(/C=C/C(=O)c3cc4ccccc4oc3=O)cc2)cc1
    108	108	57	48	86	147	103	108	81
> COc1ccc(NC(=S)/N=C2\NN=C(c3ccccc3)CS2)cc1
    94	94	100	83	101	88	103	107	100
> Cc1n[nH]c(C)c1N=Nc1ccc(N=Nc2c(C)n[nH]c2C)cc1
    108	113	110	96	102	104	104	120	100
> CNC(=O)c1cccc(N2CCc3c2ccc(NC(=O)Nc2cccc(C(F)(F)F)c2)c3F)c1
    79	79	66	79	79	89	111	96	72
> COc1ccc(C(=O)N2NC(=O)/C(=C/c3ccccc3F)N=C2c2ccccc2)cc1
    102	113	102	90	99	108	111	98	112
> Nc1c(-c2ccc3c(c2)OCCO3)oc2ccc(Cl)cc2c1=O
    101	98	102	100	97	124	104	112	104
> O=C1c2cccnc2C(=O)c2c1c(C(=O)OCCN1CCOCC1)c1ccccn21
    2.6*	-35*	-1.1*	-27*	-30*	-6.1*	6.6*	11	-66*
> O=C(CSc1nnc(-c2cccs2)n1-c1ccccc1)Nc1cccc(F)c1
    104	102	89	77	94	117	101	122	96
> Cc1[nH]c2ccccc2c1C=O
    107	109	108	81	102	104	99	112	100
> Cc1ccc(NCC(=O)Cn2cc(COc3ccc(C=Nc4cnc5ccccc5c4)cc3)nn2)cc1C
    102	113	106	90	100	109	122	107	109
> COc1ccc(C2C3=C(COC3=O)N(CCO)c3cc(OC)c(OC)cc32)cc1OC (stereo not given)
    99	93	101	96	111	103	102	x	101
> COc1cc(-c2nn3c(-c4ccsc4)nnc3s2)cc2c1OCCO2
    84	87	91	63	88	93	105	101	95
> COc1ccc(CC(=O)OCCBr)cc1
    101	108	109	98	103	104	x	99	107

# Reprinted from the part before: 3 compounds, then new ones.
# Below each SMILES: 786-0	HT29	HCT-116	UO-31	SN12C	TK-10	SW-620	HCC-2998	HCT-15
> COc1ccc(C2C3=C(COC3=O)N(CCO)c3cc(OC)c(OC)cc32)cc1OC (stereo not given)
    99	93	101	96	111	103	102	x	101
> COc1cc(-c2nn3c(-c4ccsc4)nnc3s2)cc2c1OCCO2
    84	87	91	63	88	93	105	101	95
> COc1ccc(CC(=O)OCCBr)cc1
    101	108	109	98	103	104	x	99	107
> FC(F)(F)c1ccc(Nc2ccc(C(F)(F)F)cc2)cc1
    100	90	89	79	104	86	83	98	102
> [2H]c1c([2H])c(-n2cc3cccc(C(N)=O)c3n2)c([2H])c([2H])c1C1C([2H])NC([2H])C([2H])C1[2H] (stereo not given)
    95	87	83	83	89	88	80	79	88
> COc1ccc2[nH]c(=O)c(CSc3nccc(-c4ccc5ccccc5c4)n3)cc2c1
    84	100	78	73	x	99	97	114	81
> CC(=O)n1nc(-c2ccccc2)cc1-c1ccccn1
    109	116	99	103	111	x	111	108	102
> COc1ccc(/C=C2\CCCC3=C2NC(N)=NC3c2ccc(OC)c(OC)c2)cc1OC (stereo not given)
    94	24	7.9*	63	57	x	41	88	36
> c1ccc(NNc2ccc3ccccc3n2)cc1
    105	104	96	52	97	114	98	109	95
> O=I(=O)c1ccccc1
    103	95	104	100	109	127	100	100	97
> COc1ccc(C(=O)/C=C/c2c(C)nn(-c3ccccc3)c2N2CCOCC2)cc1
    58	84	68	92	89	x	97	93	85
> CSC(=O)NC(=O)NC(=O)c1ccc([N+](=O)[O-])cc1
    104	107	101	66	104	122	110	108	105
> C#CCOC(=O)CNC(=O)[C@@]1(C)CC[C@]2(C)CC[C@]3(C)C(=CC(=O)[C@@H]4[C@@]5(C)CCC(=O)C(C)(C)[C@@H]5CC[C@]43C)[C@@H]2C1
    103	105	100	88	107	97	108	97	109
> O=c1cnc(=O)[nH][nH]1
    99	111	86	87	95	151	107	112	104
> COc1cc2oc(-c3cccc(NC(=O)c4cc(NC(=O)[C@H](C)NC(=O)OC(C)(C)C)ccc4Cl)c3)cc(=O)c2c(OC)c1OC
    78	64	52	41	59	84	86	86	51
> CC(=O)Nc1nc(C)c(CCC2OCCO2)c(Cl)n1
    x	107	x	91	100	102	103	117	109
> CCCCCCCCCCCCCCCCNC(=S)N/N=C/c1cc(Br)ccc1O
    73	73	53	29	70	46	102	43	35
> CCCn1cnc2c(c1=N)C(c1ccc(Cl)cc1)c1sc3c(C)cccc3c1O2 (stereo not given)
    34	5.1*	9.3*	32	18	93	26	15	13
> C[C@H]1[C@H](C)CC[C@]2(CO)CC[C@]3(C)C(=CC[C@@H]4[C@@]5(C)Cc6c([nH]c7ccccc67)C(C)(C)[C@@H]5CC[C@]43C)[C@H]12
    76	68	61	74	56	86	96	86	100

# High-throughput results from PubChem BioAssay.
